Screens from PubChem BioAssay.
HIF-2a block: HIF-2a reporter inhibitors, primary screen, luminescence, 786-0 RCC cells. 786-0 RCC cells HIF-2a reporter, luciferase luminescence, overnight. 360,000 tested, 0.72% active. inhibition, % at 18.8 µM;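 active means inhibition of the luminescence signal of 40% or more relative to plate controls, in a single-dose primary screen at 18.75 µM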
H9c2 protect: cardioprotection against H2O2-induced cell death, primary screen, uHTS, H9c2 cells, ATPLite luminescence. 360,000 tested, 0.63% active. protection from H2O2 cell death, % at 20 µM. H9c2 cardiomyocytes, H2O2 injury protection, 2 h;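 active means compounds giving at least 50% protection of heart cells from peroxide-induced death in the single-dose screen, raw or plate-pattern-corrected value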;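 further: 0% = DMSO wells with peroxide and 100% = DMSO wells without peroxide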
NR2E3 ag-1: inhibitors of NR2E3-RetCOR corepressor binding, primary screen, NR2E3 agonist project, biochemical, TR-FRET, GST-NR2E3, biotin-RetCOR. Photoreceptor-specific nuclear receptor (Homo sapiens), Q9Y5X4. 1536-well. inhibition of corepressor binding, % at 4.78 µM. 320,000 tested, 0.12% active. AID 2300, 2010;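 active means percent inhibition above the cutoff of mean plus 3 SD of all tested compounds, set per screening campaign, cut at about 20% in these data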;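 further: 0% = DMSO wells and 100% = biotin wells as full block of FRET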
Target sequence (Q9Y5X4 whole entry, looked up): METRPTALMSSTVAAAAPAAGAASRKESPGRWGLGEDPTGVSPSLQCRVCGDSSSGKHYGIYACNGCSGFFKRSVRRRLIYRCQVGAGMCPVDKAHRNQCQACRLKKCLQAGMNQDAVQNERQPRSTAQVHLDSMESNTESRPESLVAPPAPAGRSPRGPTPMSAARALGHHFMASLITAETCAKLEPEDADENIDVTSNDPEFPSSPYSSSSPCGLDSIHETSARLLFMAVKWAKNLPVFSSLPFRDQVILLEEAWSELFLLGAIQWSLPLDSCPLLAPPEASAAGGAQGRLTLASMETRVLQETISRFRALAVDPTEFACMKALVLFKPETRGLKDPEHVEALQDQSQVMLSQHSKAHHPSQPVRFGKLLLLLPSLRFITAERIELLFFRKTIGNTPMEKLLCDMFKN
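Material: NR2E3–RetCOR corepressor complex / Amount: 1.35 nM GST-NR2E3 / Medium: Tris pH 7.5 / Compound: single nominal compound dose of 4.8 µM / Incubation: 5 h at 4 °C / Technique: TR-FRET, Eu(K)-anti-GST donor, streptavidin-D2 acceptor, ex 340, em 617/671 nm / Read-out basis: percent loss of FRET ratio relative to control wells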
HTR2A ag: mouse Htr2a agonists via beta-arrestin recruitment, primary screen, cell-based, luminescence | 5-hydroxytryptamine receptor 2A (Mus musculus), P35363 | CHO-K1 mHTR2A beta-arrestin complementation; percent of 30 µM serotonin response | activation, % at 7.6 µM | 360,000 tested, 0.66% active | AID 624169, 2012;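 active means activation above a run cutoff, the mean activation of all tested compounds plus 3 SD, cut at about 14% in these data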;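 further: 0% = plate median of compound wells and 100% = 30 µM serotonin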
Target sequence (P35363 whole entry, looked up): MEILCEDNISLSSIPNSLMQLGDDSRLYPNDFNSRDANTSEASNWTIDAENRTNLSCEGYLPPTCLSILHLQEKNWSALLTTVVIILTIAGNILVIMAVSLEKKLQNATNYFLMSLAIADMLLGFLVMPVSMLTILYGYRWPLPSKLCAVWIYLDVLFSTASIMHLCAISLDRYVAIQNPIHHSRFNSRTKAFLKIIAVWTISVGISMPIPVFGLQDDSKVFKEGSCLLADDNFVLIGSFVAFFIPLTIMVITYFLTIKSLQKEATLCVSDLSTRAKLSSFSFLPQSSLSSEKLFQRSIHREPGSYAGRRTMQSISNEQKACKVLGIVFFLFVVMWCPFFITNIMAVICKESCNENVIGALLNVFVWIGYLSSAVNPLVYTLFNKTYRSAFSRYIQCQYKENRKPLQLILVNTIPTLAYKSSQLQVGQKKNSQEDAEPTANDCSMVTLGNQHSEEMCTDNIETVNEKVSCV
Shn3 inh set2: reduction of Shn3 3'UTR firefly luciferase signal, primary screen, Schnurri-3 inhibitor project, cell-based, Clone20 osteoblasts, set 2 | Clone20 osteoblast Shn3 3'UTR firefly luciferase, 24 h | inhibition, % at 12.5 µM | 360,000 tested, 0.52% active;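 active means mean inhibition of at least 75% with every replicate also reaching 75%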;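 further: 0% = median of neutral control wells and 100% = pilot-screen positive control compound; some compounds past the cut are filed as inactive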
Peg3 promoter: Peg3 promoter-driven luciferase inhibitors, primary screen, cell-based, HeLa, luciferase luminescence; inhibition, % at 20 µM; AID 588405, 2011; HeLa PEG-Prom luciferase reporter, overnight; 360,000 tested, 1.7% active;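 active means inhibition of at least 50% at 20 µM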
NR2E3 ag-2: NR2E3 agonists in two-hybrid cells, primary screen, cell-based, luminescence, CHO-S, Gal4-NCOR/VP16-NR2E3; 360,000 tested, 0.35% active; luciferase; Photoreceptor-specific nuclear receptor (Homo sapiens), Q9Y5X4; inhibition of corepressor binding, % at 3.98 µM; AID 602229, 2012;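 active means inhibition above the mean of all tested compounds plus 3 SD, cut at about 70% in these data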;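 further: 0% = DMSO with NR2E3 transfected cells and 100% = cells lacking NR2E3 construct; higher means lower luciferase signal from less NR2E3 corepressor binding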
hiPSC survival: enhancers of single-cell hiPSC survival, primary screen, ATPlite luminescence | 360,000 tested, 0.044% active | AID 602274, 2012 | 100% = ROCK inhibitor wells, 0% = DMSO | survival enhancement, % at 20 µM; in the data active means survival enhancement above about 18%;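 further: cells exposed to compounds for 16 hours before the ATP read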
CaV13 FRET inh: Primary screen for inhibitors of IQ motif and Ca2+-dependent inactivation inhibitor domain binding in CACNA1D, Förster resonance energy transfer in living cells, … | HEK cells, CFP/YFP FRET ICDI-IQ, plate reader, 10 min; percent FRET-ratio fall versus neutral wells | inhibition, % at 12.3 µM | 340,000 tested, 0.098% active | AID 743397;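 active means mean replicate inhibition of at least 30% and at least 1% of replicates passing that level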;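 further: 0% = median of the neutral control wells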
PDI turbidity: inhibitors of human PDI, primary screen, biochemical, turbidity, single point, plate reader; PDI insulin aggregation turbidity, A650, 90 min; inhibition, % at 10 µM; 350,000 tested, 0.052% active; AID 588391, 2011; Protein disulfide-isomerase (Homo sapiens), P07237;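 active means mean inhibition across replicates of 30% or more, whatever share of single replicates reach that level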;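 further: absorbance from insulin aggregation driven by PDI reduction with DTT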
MITF TRPM1 inh: inhibitors of MITF-dependent TRPM1 promoter reporter, primary screen, cell-based, SK-MEL-5, single point, luciferase; 330,000 tested, 0.83% active; SK-MEL-5 TRPM1 promoter luciferase, 24 h; inhibition, % at 12.5 µM;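 active means mean inhibition across replicates of 60% or more, whatever share of single replicates reaches that level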; further: values of inactives mirror those of a sister screen read the other way
Numbers without * were called inactive; . = not tested or not shown; & = joins results of further samples.

Preview (two entries):
Key to letters: A = HIF-2a block; B = H9c2 protect; C = NR2E3 ag-1; D = HTR2A ag; E = Shn3 inh set2; F = Peg3 promoter; G = NR2E3 ag-2; H = hiPSC survival; I = CaV13 FRET inh; J = PDI turbidity; K = MITF TRPM1 inh
[1] O=C(COC(=O)/C=C/c1ccc(S(=O)(=O)N2CCOCC2)cc1)Nc1ccc(F)c(F)c1F
  A: 16	B: -2	C: .	D: -1	E: -11	F: -5	G: 3	H: 0.6	I: -6	J: -4	K: 0
[2] Cc1ccc2c(c1)CCCN2C(=O)NC1CCCCC1
  A: 10	B: 2	C: 5	D: 3	E: -29	F: 18	G: -18	H: 0.0	I: 1	J: 4	K: 4

All compounds of this part (from the top)
Key to letters: A = HIF-2a block; B = H9c2 protect; C = NR2E3 ag-1; D = HTR2A ag; E = Shn3 inh set2; F = Peg3 promoter; G = NR2E3 ag-2; H = hiPSC survival; I = CaV13 FRET inh; J = PDI turbidity; K = MITF TRPM1 inh
[1] O=C(COC(=O)/C=C/c1ccc(S(=O)(=O)N2CCOCC2)cc1)Nc1ccc(F)c(F)c1F
  A: 16	B: -2	C: .	D: -1	E: -11	F: -5	G: 3	H: 0.6	I: -6	J: -4	K: 0
[2] Cc1ccc2c(c1)CCCN2C(=O)NC1CCCCC1
  A: 10	B: 2	C: 5	D: 3	E: -29	F: 18	G: -18	H: 0.0	I: 1	J: 4	K: 4
[3] CCCS(=O)(=O)NC(=O)C1(C)CCN(C(=O)c2cncc(Br)c2)C1 (stereo unspecified)
  A: 3	B: 4	C: .	D: 6	E: -5	F: 14	G: -6	H: -1.9	I: -7	J: 5	K: .
[4] CCC(c1nnnn1C(C)(C)C)N1CCN(C2CCCC2)CC1 (stereo unspecified)
  A: 5	B: 2	C: -3	D: 1	E: 8	F: -2	G: -16	H: -1.3	I: -5	J: 0	K: 1
[5] O=c1[nH]c2ccc(NS(=O)(=O)c3ccc([N+](=O)[O-])cc3)cc2[nH]1
  A: 11	B: 3	C: -1	D: 0	E: 14	F: 3	G: -13	H: 0.0	I: -5	J: -3	K: 0
[6] CCOC(=O)COC(=O)c1ccc(O)cc1
  A: 7	B: 0	C: -3	D: 1	E: 3	F: -33	G: -30	H: 11	I: -4	J: 17	K: -13
[7] CNC(C)c1ccc(S(N)(=O)=O)cc1 (stereo unspecified)
  A: 16	B: -7	C: 6	D: 3	E: -3	F: 20	G: 19	H: -0.3	I: -7	J: -4	K: -10
[8] Cc1cc(C)nc(N/N=C/c2cc(C)n(CC(F)(F)F)c2C)n1
  A: 10	B: -4	C: 0	D: -1	E: -3	F: 16	G: -19	H: 1.1	I: -10	J: -2	K: 12
[9] Cc1nc(Nc2ccc3c(c2)OCCO3)c2oc3ccccc3c2n1
  A: -26	B: 1	C: -2	D: 2	E: -13	F: -16	G: -13	H: -1.2	I: .	J: -4	K: -8
[10] COc1ccc(CCNC(=O)/C(=C/c2cccnc2)NC(=O)c2ccccc2)cc1
  A: 1	B: -4	C: 3	D: 5	E: -9	F: 3	G: 12	H: 0.3	I: 4	J: -66	K: 20
[11] Cc1cccc(C)c1OCc1nc2ccccc2c(=O)n1/N=C/c1ccc(OCC(=O)O)cc1
  A: 7	B: 12	C: -1	D: 1	E: -14	F: -5	G: -14	H: 1.7	I: -4	J: -5	K: -2
[12] Cc1ccc(CN2CCN(Cc3ccccc3C(F)(F)F)CC2)cc1
  A: 17	B: -18	C: 1	D: -4	E: 7	F: 13	G: -19	H: -2.2	I: -5	J: 1	K: -1
[13] COc1ccc(C(=O)COc2ccccc2C(=O)Nc2ccccc2)cc1
  A: -22	B: 14	C: 3	D: -4	E: 2	F: 6	G: -1	H: -0.1	I: 4	J: -7	K: -6
[14] Brc1ccc(-c2csc(/N=C/N3CCCC3)n2)cc1
  A: -320	B: -1	C: 2	D: -1	E: -36	F: -325	G: -110	H: -0.2	I: -5	J: 8	K: -65
[15] O=C(COc1ncnc2ccccc12)Nc1cc([N+](=O)[O-])ccc1Cl
  A: 17	B: -2	C: 6	D: 0	E: 2	F: 9	G: -6	H: 0.9	I: 1	J: 1	K: 10

The list goes on.
Key to letters: A = HIF-2a block; B = H9c2 protect; C = NR2E3 ag-1; D = HTR2A ag; E = Shn3 inh set2; F = Peg3 promoter; G = NR2E3 ag-2; H = hiPSC survival; I = CaV13 FRET inh; J = PDI turbidity; K = MITF TRPM1 inh
[16] CC1CCCC(=NNc2ccc3ccccc3n2)C1 (stereo unspecified)
  A: -91	B: -7	C: .	D: 2	E: 32	F: -155	G: -69	H: -2.1	I: -6	J: -68	K: -13
[17] CC(=O)NN=C1CCC(c2ccccc2)CC1 (stereo unspecified)
  A: 7	B: 0	C: -2	D: 6	E: -23	F: 5	G: -23	H: -1.5	I: -4	J: -5	K: -8
[18] COc1ccc(N2CCN(C(c3cccs3)C(C)NC(=O)C(=O)N3CCOCC3)CC2)cc1 (stereo unspecified)
  A: -2	B: 5	C: -1	D: 3	E: 6	F: -10	G: -5	H: 0.8	I: -3	J: -7	K: 6
[19] COc1cc(/C=C2/C(=N)N3C(c4ccccc4)=CSC3=NC2=O)ccc1OCC(=O)O
  A: -37	B: 9	C: 1	D: 0	E: -2	F: -53	G: -39	H: -0.6	I: -15	J: -2	K: -4
[20] Cc1ccccc1CN1CCN(C/C=C/c2ccccc2)CC1
  A: -18	B: 1	C: -1	D: -7	E: 3	F: 28	G: -12	H: -2.1	I: .	J: -4	K: -7
[21] COc1ccc(CN(Cc2cc3cc(OC)c(OC)cc3[nH]c2=O)C(=O)NC2CCCCC2)cc1
  A: 6	B: 8	C: -1	D: 0	E: 5	F: 9	G: -1	H: 2.3	I: -6	J: -4	K: -2
[22] Cc1cccc(NC(=S)N2N=CCC2c2ccccc2)c1 (stereo unspecified)
  A: -162	B: -4	C: 1	D: 0	E: -88	F: -127	G: -38	H: -1.0	I: -5	J: -7	K: -47
[23] COc1cccc(CNC(=O)c2ccccc2-c2ccccc2)c1
  A: -11	B: -6	C: -1	D: 2	E: 5	F: 17	G: 2	H: 0.0	I: -3	J: -8	K: 5
[24] O=C(NC(=S)Nc1ccc(N2CCCCC2)cc1)c1ccco1
  A: -290	B: -18	C: 4	D: 2	E: -65	F: -281	G: -112	H: -2.0	I: -9	J: 8	K: -112
[25] Nc1nc(N)c(N=Nc2ccc(S(N)(=O)=O)cc2)c(=O)[nH]1
  A: 9	B: 6	C: -4	D: -8	E: 3	F: -6	G: -15	H: -0.5	I: -3	J: -2	K: 3
[26] COCc1cc(C)nc2sc(C(=O)N3CCCCC3)c(N)c12
  A: -12	B: 4	C: 4	D: -3	E: 7	F: 19	G: 9	H: -1.7	I: -10	J: -5	K: -10
[27] CCc1ccc(N(C2C=CS(=O)(=O)C2)S(=O)(=O)c2ccc(C)cc2)cc1 (stereo unspecified)
  A: 15	B: 4	C: -1	D: 1	E: -11	F: 13	G: -4	H: 0.7	I: 6	J: -4	K: 2
[28] COc1cc(OC)cc(C(=O)NC2CCN(Cc3nnnn3Cc3ccc(F)cc3)CC2)c1
  A: 16	B: 15	C: 2	D: 3	E: 8	F: 14	G: 19	H: -2.2	I: -7	J: 12	K: 9
[29] COc1cccc(C(=O)N2CCN(C3CCCCC3)CC2)c1
  A: 15	B: 9	C: .	D: -2	E: -10	F: 10	G: -23	H: 0.0	I: -19	J: 2	K: 2
[30] Cc1ccc(CN2CC34C=CC(O3)C(C(=O)NCc3ccco3)C4C2=O)cc1 (stereo unspecified)
  A: 11	B: 5	C: 2	D: 4	E: -12	F: 4	G: -4	H: -1.5	I: -6	J: 8	K: 1

Next structures.
Key to letters: A = HIF-2a block; B = H9c2 protect; C = NR2E3 ag-1; D = HTR2A ag; E = Shn3 inh set2; F = Peg3 promoter; G = NR2E3 ag-2; H = hiPSC survival; I = CaV13 FRET inh; J = PDI turbidity; K = MITF TRPM1 inh
[31] CCOC(=O)C(Cc1ccccc1)NC(=O)CCc1c(C)nc2nc(C)nn2c1C (stereo unspecified)
  A: 11	B: 3	C: 0	D: -4	E: 2	F: 9	G: -9	H: 2.8	I: -3	J: 6	K: 0
[32] Cc1cc2ccccc2nc1Br
  A: 9	B: 4	C: -1	D: -3	E: 6	F: -3	G: -15	H: -2.4	I: -3	J: 19	K: 17
[33] CCn1c(SCC(=O)NC(C)c2ccccc2)nc2ccccc21 (stereo unspecified)
  A: 15	B: -3	C: 5	D: -3	E: -12	F: 4	G: 6	H: 4.8	I: -8	J: -1	K: 3
[34] CCN(CC)c1ccc(/C=N/NC(=O)c2ccc3nc[nH]c3c2)c(O)c1
  A: -35	B: 40	C: 1	D: -2	E: 92*	F: 21	G: -10	H: 0.2	I: .	J: 0	K: 58
[35] COc1ccc(NC(=O)C2CCCN(S(C)(=O)=O)C2)cc1OC (stereo unspecified)
  A: 8	B: 4	C: -1	D: 3	E: 9	F: -5	G: -4	H: -0.5	I: -1	J: -14	K: 5
[36] COCCN1C[C@@H](CO)O[C@@H](n2cnc3c(N4CCOCC4)ncnc32)C1
  A: 13	B: -1	C: .	D: 5	E: -28	F: -5	G: -27	H: 0.5	I: -12	J: 6	K: .
[37] COc1ccc(OCCSc2nc(N)cc(N)n2)cc1
  A: -215	B: -26	C: 1	D: -6	E: -81	F: -204	G: -100	H: -2.2	I: -3	J: -2	K: -95
[38] Cc1cc(C)cc(NC(=S)N2CC(C)OC(C)C2)c1 (stereo unspecified)
  A: 2	B: -4	C: .	D: -5	E: 11	F: 9	G: -9	H: -0.3	I: -6	J: -7	K: -6
[39] COc1cc(C(=O)N2CCCC(c3nc(-c4cccs4)no3)C2)cc(OC)c1OC (stereo unspecified)
  A: -20	B: 4	C: 5	D: 5	E: -33	F: 12	G: 11	H: -3.6	I: -5	J: 5	K: 11
[40] COc1ccc(-c2ccc(-c3nc4ccc(C)cn4c3NC3CCCCC3)cc2OC)cc1
  A: -29&3	B: -20	C: 6	D: -4&-5	E: 44	F: 8	G: -2&6	H: -2.5&-4.0	I: -6&-11	J: -7	K: -4
[41] Cn1c2ccccc2c(=O)c2cc(C#Cc3ccc(N)cc3)ccc21
  A: -255	B: 17	C: 3	D: 0	E: -33	F: -140	G: -57	H: 0.6	I: -7	J: -10	K: -51
